Screening data deposited in PubChem by several laboratories.
OX1R FRET antag: blocks the human orexin 1 receptor | O43613 | OX1R-expressing cells, FRET antagonist read-out | inhibition, % at 6.6 µM | 330,000 tested, 1.8% active | AID 485270; in the data active = inhibition mostly above about 38%, no sharp cut-off; inactive = mostly below about 40%;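 also: 0% = agonist challenge alone and 100% = reference antagonist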
Target sequence (O43613 whole entry, looked up): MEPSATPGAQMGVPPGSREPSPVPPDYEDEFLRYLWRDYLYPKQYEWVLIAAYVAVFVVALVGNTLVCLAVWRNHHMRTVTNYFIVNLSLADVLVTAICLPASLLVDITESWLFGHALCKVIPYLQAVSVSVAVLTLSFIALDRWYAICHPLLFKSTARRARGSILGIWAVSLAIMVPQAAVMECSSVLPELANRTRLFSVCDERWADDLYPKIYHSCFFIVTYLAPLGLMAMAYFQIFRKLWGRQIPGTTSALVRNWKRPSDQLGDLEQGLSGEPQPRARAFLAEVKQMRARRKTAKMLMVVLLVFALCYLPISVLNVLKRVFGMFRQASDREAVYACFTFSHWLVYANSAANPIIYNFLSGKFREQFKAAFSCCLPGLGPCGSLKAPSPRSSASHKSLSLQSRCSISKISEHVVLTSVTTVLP
STK33 inh: inhibitors of human STK33 kinase; purified STK33, MBP phosphorylation, ADP-Glo luminescence; inhibition, % at 10 µM; 320,000 tested, 0.073% active; AID 2661;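 active = inhibition at or above 25%, using the most active replicate where run in duplicate; inactive = inhibition below 25%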
Target sequence (Q9BYT3 whole entry, looked up): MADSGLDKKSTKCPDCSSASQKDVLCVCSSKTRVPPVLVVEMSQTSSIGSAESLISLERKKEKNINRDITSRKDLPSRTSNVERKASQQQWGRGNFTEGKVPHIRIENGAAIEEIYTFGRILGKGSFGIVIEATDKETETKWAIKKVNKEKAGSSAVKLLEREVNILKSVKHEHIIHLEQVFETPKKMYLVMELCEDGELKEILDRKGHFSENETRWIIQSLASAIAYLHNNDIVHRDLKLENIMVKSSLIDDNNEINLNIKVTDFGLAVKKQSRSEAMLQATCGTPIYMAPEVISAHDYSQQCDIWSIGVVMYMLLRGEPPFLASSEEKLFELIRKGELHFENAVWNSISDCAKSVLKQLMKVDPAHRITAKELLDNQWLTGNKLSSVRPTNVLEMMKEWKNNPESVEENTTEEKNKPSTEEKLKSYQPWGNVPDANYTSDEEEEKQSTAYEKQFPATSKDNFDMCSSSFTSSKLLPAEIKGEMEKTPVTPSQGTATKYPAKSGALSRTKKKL
An asterisk follows results filed as active; · = not tested or not shown.

OX1R FRET antag	STK33 inh	canonical_smiles
20	-1.9	Cc1cc(-c2ccccc2)c(C#N)c(SCC(N)=O)n1
-3	-0.9	O=C(Cc1ccccn1)c1ccc(O)cc1O
·	-2.7	COc1ccc(/C=C2\N=C(C)OC2=O)cc1OC(C)=O
4	0.6	CC(C)Cn1c(N)c(C(=O)COC(=O)c2c(O)c(Cl)cc(Cl)c2Cl)c(=O)n(C)c1=O
9	-1.1	CCn1nc(NS(=O)(=O)c2ccccc2)c2cc3ccc(C)cc3nc21
13	0.1	COc1ccc(CN2C(=O)CCC2(C)C(=O)NCc2cccnc2)c(OC)c1 (stereo unspecified)
-2	-0.1	Cc1ccc(NC(=O)c2cnn(-c3ccccc3)c2C)c(C)c1
19	-2.5	C/C(N)=C(/C#N)C(=O)COC(=O)CC12CC3CC(CC(C3)C1)C2
9	-0.1	Cc1cc(C)n(-c2ncnc3sc(C)c(C)c23)n1
37	-0.3	COc1ccccc1/C=C/C(=O)NCC(=O)N=Nc1c(O)[nH]c2ccccc12
13	0.3	Cc1nc(-c2ccccc2)nn1-c1ccc([N+](=O)[O-])cc1
15	-0.5	Cc1ccc(C)c(/C=N/n2cc(-c3ccccc3)[nH]c2=S)c1
11	-3.2	CCOC(=O)CNC(=O)CSc1nnc(-c2c[nH]c3ccccc23)n1CC
13	-0.1	Cc1ccc(-c2csc(NC(=S)NC(=O)/C=C/c3ccco3)n2)cc1
11	-1.9	COc1ccc(NC(=S)N/N=C2\CC(C)(C)Oc3ccc(O)cc32)cc1

Continued; it opens with the five that closed the last part.
OX1R FRET antag	STK33 inh	canonical_smiles
13	0.3	Cc1nc(-c2ccccc2)nn1-c1ccc([N+](=O)[O-])cc1
15	-0.5	Cc1ccc(C)c(/C=N/n2cc(-c3ccccc3)[nH]c2=S)c1
11	-3.2	CCOC(=O)CNC(=O)CSc1nnc(-c2c[nH]c3ccccc23)n1CC
13	-0.1	Cc1ccc(-c2csc(NC(=S)NC(=O)/C=C/c3ccco3)n2)cc1
11	-1.9	COc1ccc(NC(=S)N/N=C2\CC(C)(C)Oc3ccc(O)cc32)cc1
43*	3.8	O=C(O)Cn1c(SCCOc2ccccc2)nc2ccccc21
16	0.4	N#Cc1nc(-c2cccs2)oc1NCCc1ccccc1
4	-0.8	O=C(c1cc(Cl)c(=O)n(Cc2ccc(Cl)cc2)c1)N1CCOCC1
29	-0.4	Cc1ccc(OCc2ccccc2C)c([N+](=O)[O-])n1
6	0.9	CC(C)c1ccc2oc(=O)cc(CN3CCOCC3)c2c1
13	-2.0	O=C(CCc1c[nH]c2ccccc12)NCCOc1ccccc1
4	-0.8	Cn1c(=O)c2sccc2n2c(CCCC(=O)NCc3ccc(F)cc3)nnc12
51	-0.1	COc1cccc(NC(=O)CN(C)S(=O)(=O)c2ccc(C)cc2)c1
2	1.3	O=C(O)c1cccc(NC(=O)c2ccc(CN3C(=O)c4ccccc4C3=O)cc2)c1
12	1.2	O=C(NC1CCN(C(=O)Nc2cccc(Cl)c2)CC1)C1CCCCC1
-2	-1.6	COc1ccc(-n2c(SCC(=O)Nc3ncc(Cl)cc3Cl)nc3ccccc32)cc1
38	0.5	CCC1=C(OC(=O)N(CC)CC)N2C(=O)OC(=NCCc3c[nH]c4ccccc34)[C@]2(C)[C@H]2C1=CC[C@H]1C(=O)N(C)C(=O)[C@H]12
26	-2.8	CC(=O)c1ccc(NC(=O)Nc2ccc([N+](=O)[O-])cc2C)cc1
9	0.6	O=C(c1ccccc1-c1nc(-c2ccc(F)cc2)no1)N1CCCC1
8	-0.5	CN(C)/C=C1/Sc2ccccc2C1=O

Continued (3 carried over from the part before).
OX1R FRET antag	STK33 inh	canonical_smiles
26	-2.8	CC(=O)c1ccc(NC(=O)Nc2ccc([N+](=O)[O-])cc2C)cc1
9	0.6	O=C(c1ccccc1-c1nc(-c2ccc(F)cc2)no1)N1CCCC1
8	-0.5	CN(C)/C=C1/Sc2ccccc2C1=O
7	-1.7	CC(NC(=O)c1ccccc1F)C(=O)O (stereo unspecified)
9	-0.3	COC(=O)c1ccc(NC(=S)NC(=O)C2CCC2)cc1
16	-0.2	COc1ccc(CCNC(=O)CCNS(=O)(=O)c2ccc3c(c2)CCN3C(C)=O)cc1OC
19	-0.4	O=C(NCC(F)(F)F)c1nn(Cc2ccccc2)c(=O)c2ccccc12
5	-1.5	CCNC(=O)c1c(O)c2ccccc2[nH]c1=O
3	-0.4	FC(F)(F)c1cc(-c2cccs2)nc(-n2cc(Br)cn2)n1
4	0.4	Cc1cccc(C)c1NC(=O)CSc1nnc(-c2cccnc2)o1
11	0.5	C[C@H]1COC(=O)[C@@H](Cc2ccc(F)cc2)C/C=C\C[C@H](CC(=O)N(CCO)Cc2ccccc2)C(=O)N1
21	-1.0	CCc1ccccc1Nc1nc(-c2cccnc2)cs1
21	-0.2	Cc1cc(C)c2cc(CN(CCO)Cc3nnnn3Cc3ccccc3)c(=O)[nH]c2c1
-1	0.2	COc1ccccc1C1=CC(=O)C[C@H](c2ccc(Cl)cc2)C1
16	0.3	CC(C)C1CC(CCN)(Cc2ccccc2)CCO1 (stereo unspecified)
-2	-2.4	COCCSc1ccccc1C(=O)NCCCn1ccnc1
25	-2.3	O=C(O)CCNS(=O)(=O)c1ccc2c(c1)Cc1ccccc1-2
6	0.0	CC(C)c1ccc(NC(=O)C2CCCN(S(=O)(=O)c3cccnc3)C2)cc1 (stereo unspecified)

Additional records follow:
OX1R FRET antag	STK33 inh	canonical_smiles
13	0.0	COc1ccc(S(=O)(=O)N2CCCC(C(=O)NCc3ccco3)C2)cc1OC (stereo unspecified)
7	-1.0	CCOc1ccc(NC(=O)CSc2nnc(Cn3cnc4ccccc43)n2C)cc1
4	-1.0	CCOC(=O)C1CCN(C(=O)C2CCN(S(=O)(=O)CC)CC2)CC1
23	-2.4	CC(C)n1c(SCC(=O)Nc2nncs2)nnc1-c1ccco1
18	1.4	CSc1ccccc1C(=O)NCc1ccccc1C
11	-4.9	CN(Cc1ccccc1)C(=O)COC(=O)CN1C(=O)c2ccccc2C1=O
7	-1.4	O=C(NC(=S)Nc1ccccc1C(=O)O)c1cncc(Br)c1
24	-0.3	c1ccc(Cn2c(-c3ccco3)nc3nc4ccccc4nc32)cc1
-3	-0.8	COc1ccccc1-c1nc2cc(Cl)ccc2c(=O)n1O
0	1.6	CC1(C)Cc2ccccc2-c2[nH]c(=S)[nH]c(=O)c21
7	0.7	O=C(O)[C@H]1CCCN1S(=O)(=O)c1cccc2cccnc12
22	-0.8	Cc1ccc(NS(=O)(=O)c2ccc(Cl)c(C(=O)Nc3cccc(C(=O)O)c3)c2)cc1
19	·	CC(C)Oc1ccc(S(=O)(=O)N2CCOCC2)cc1NC(=O)C1CCC1
16	-0.8	CCn1c(=O)n(Cc2ccco2)c(=N)c2c3c(sc21)COC(C)(C)C3
4	-0.5	COc1ccc(NC(=O)N(C)C[C@H]2Oc3c(NC(=O)c4ccncc4)cccc3C(=O)N([C@H](C)CO)C[C@@H]2C)cc1

OX1R FRET antag, hit marks shown above.
OX1R FRET antag	STK33 inh	canonical_smiles
43*	3.8	O=C(O)Cn1c(SCCOc2ccccc2)nc2ccccc21

Going on with the list.
OX1R FRET antag	STK33 inh	canonical_smiles
20	-0.6	Cc1ccc(C(=O)c2ccc(CC(=O)O)n2C)cc1
3	9.4	CCOC(=O)c1cc(-c2ccccc2)nc2ccc(C)cc12
21	-2.2	Cc1ccc(C(=O)N(NC2=NS(=O)(=O)c3ccccc32)S(=O)(=O)c2ccc(C)cc2)cc1
5	1.1	Brc1ccccc1C1=Nn2c(nnc2-c2ccco2)SC1
7	0.9	Oc1c(C(c2ccccn2)N2CCC(Cc3ccccc3)CC2)cc(Cl)c2cccnc12 (stereo unspecified)
19	-1.7	CC1(C)Cc2noc(N)c2C(C)(C)N1OC(=O)c1ccccc1
22	-0.5	C/C(=N\NC(=S)NC1CCCCC1)c1ccc(C#N)cc1
-4	2.0	CCOc1ccc2nc(NCCNC(=O)c3cc(OC)c(OC)c(OC)c3)c(C#N)cc2c1
21	-1.3	COc1cc(C(=O)N2CCN(C(=O)c3ccco3)CC2)c([N+](=O)[O-])cc1OC
15	-0.2	CN(C(=O)CC1C(=O)NCCN1Cc1cccc(F)c1F)C1CC(C)(C)NC(C)(C)C1 (stereo unspecified)
8	-1.8	O=C(N/N=C/c1ccsc1)c1cc(-c2ccncc2)nc2ccccc12
20	4.2	O=S(=O)(c1cccs1)N1CCN(C/C=C/c2ccccc2)CC1
7	1.3	CCCCCn1c(CN2CCCCC2CC)nc2c1c(=O)n(C)c(=O)n2C (stereo unspecified)
5	-0.9	O=C(Nc1ccc(N2CCOCC2)cc1)c1ccc(S(=O)(=O)NCc2ccco2)cc1
0	0.4	O=C(CC1C[C@H](C(=O)N2CCOCC2)[C@@]2(CCC3CCCC3)c3[nH]c4ccccc4c3CCN2C1=O)NCCc1ccccn1 (stereo partly specified)

(further entries)
OX1R FRET antag	STK33 inh	canonical_smiles
19	-0.5	Cc1ccc(NC(=O)CC(N)=S)cc1
·	-1.1	COc1cc(CCC(=O)N2CCN(c3ccccc3Cl)CC2)cc(OC)c1OC
20	0.1	COC(=O)c1ccccc1NC(=O)CNCCc1ccc(OC)c(OC)c1
25	-0.5	Cn1ncc(Br)c1C(=O)N/N=C/c1cccc(OC2CSC2)c1
6	-1.2	COc1ccc(OCc2cc(C(=O)N3CCCCCCC3)no2)c(Cl)c1
13	0.6	Cc1ccc2c(Cl)cc(Cl)c(OCC(=O)Nc3cccc(S(=O)(=O)N(C)C)c3)c2n1
12	-3.7	CCOC(=O)CCNC(C(=O)OCC)c1ccccc1 (stereo unspecified)
20	0.4	CCOc1ccccc1NC(=S)Nc1ncccc1C
6	0.2	CCOC(=O)c1cnc2c(cnn2C)c1NCCCn1ccnc1
-3	-1.1	Cc1cc(-c2ccccc2)n2ncnc2n1
11	0.0	CCOC(=O)c1ccc(NC(=O)CN2C(=O)C(CC)SC(CC)C2=O)cc1 (stereo unspecified)
1	-1.5	c1ccc(-c2cncnc2)nc1
15	0.0	CCCC(=O)Nc1nc(C(=O)OCC)cs1
-3	-2.1	CCCCCCC1/C(=N\NC(=O)c2ccccc2)CCC1C(=O)OC (stereo unspecified)
1	-1.0	CCOC(=O)Cc1csc(/N=C/c2c(O)n(-c3ccc(C)cc3C)c(=O)c3ccccc23)n1

Following part
OX1R FRET antag	STK33 inh	canonical_smiles
13	-0.6	CCOc1ccc(-c2c(C(=O)N/N=C/c3ccc(C)o3)nnn2-c2nonc2N)cc1
-8	-2.2	Cc1ccc(CNC(=O)C(=O)NCC2OCCN2S(=O)(=O)c2cccs2)cc1 (stereo unspecified)
13	1.3	CN1C(=O)Nc2cccc3cccc1c23
11	-1.6	CC(C)NC(=O)CCCc1ccccc1
7	-1.0	CCN1CCN(C(c2cccs2)C(C)NC(=O)c2ccccc2F)CC1 (stereo unspecified)
25	-1.5	COC(=O)C1(Cc2cc(-c3cccc(Br)c3)no2)CCN(C(=O)OC(C)(C)C)CC1
17	11	N/C(=N\O)c1ccc(NC(=O)c2ccc(Br)o2)cc1
10	-5.3	COc1ccc(C)cc1NC(=O)c1nnn(Cc2cc(C)ccc2C)c1N
14	-0.6	O=C(COC(=O)CCN1C(=O)C2CC=CCC2C1=O)NCCc1ccccc1 (stereo unspecified)
23	-0.5	Cc1ccc(-n2c(C3CC3c3ccc(Cl)cc3)n[nH]c2=S)cc1 (stereo unspecified)

Record cards, as listed above. Screens in order: OX1R FRET antag	STK33 inh
Entry for Cc1ccc(-n2c(C3CC3c3ccc(Cl)cc3)n[nH]c2=S)cc1 (stereo unspecified) : 23	-0.5
Entry for CN1C(=O)Nc2cccc3cccc1c23 : 13	1.3
Entry for Cc1ccc(CNC(=O)C(=O)NCC2OCCN2S(=O)(=O)c2cccs2)cc1 (stereo unspecified) : -8	-2.2
Entry for O=C(COC(=O)CCN1C(=O)C2CC=CCC2C1=O)NCCc1ccccc1 (stereo unspecified) : 14	-0.6
Entry for COc1ccc(C)cc1NC(=O)c1nnn(Cc2cc(C)ccc2C)c1N : 10	-5.3
